Lipid storage S3 – qHTS Assay for Lipid Storage Modulators in Drosophila S3 Cells; Potency in µM for hits, for the others lipid storage change, negative = inhibition, % at the top dose, mostly 46.1 µM; AID 2685, 2010; 0.64% of 320,000 active; Drosophila S3 cells, BODIPY lipid droplet fluorescence, 18-24 h; cells fed with added oleic acid; active = well fitted inhibition curve with a large enough effect in the signal ratio, with a control signal flat, not every such curve was filed as active; inconclusive = small, poorly fitted or top-dose-only effect, or effect the other way, or a change in a side signal; the % refers to the signal ratio
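Drosophila S3 cells got compounds at several concentrations plus oleic acid (400 uM solution). Laser-scanning cytometry with 488 nm excitation read lipid droplets at 500-530 nm and cells at 575-640 nm. Percent activity was relative to 20 uM Triacsin C.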
Lipid storage S3 cell count max – recorded beside Lipid storage S3, whose call it bears; cell number change, %; measured here: cell count max response;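 cells counted by Cell Tracker Red CMTPX staining in the red channel; peak over a dose series mostly up to 46.1 µM; percent activity relative to internal control wells on each plate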
Active calls of the source: *; i = inactive; ? = inconclusive; / = no result given. % is scaled to controls: 0 for no effect and ±100 for the full control effect; potency is read from the fitted curve at half-maximal effect.

SMILES	Lipid storage S3	Lipid storage S3 cell count max
CCOc1ccccc1NC(=O)c1c(NC(=O)CNCc2ccco2)sc2c1CCC2	?	/
S=C(Nc1ccccc1Oc1ccccc1)NC1CCCC1	-12%	-21
CC(C)(C)C1CCc2c(C(=O)NNC(=O)CCC(=O)O)csc2C1 (stereo not given)	0%	3
CNc1oc(-c2cccs2)nc1S(=O)(=O)c1ccccc1	?	/
COc1ccc(N2C(=O)CC(N3CCN(C(=O)c4ccco4)CC3)C2=O)cc1 (stereo not given)	-15%	10
O=c1c2ccccc2[nH]c(=S)n1CCCN1CCC(Cc2ccccc2)CC1	1%	-1
CCC(C(=O)O/N=C(\N)c1ccc(Cl)cc1)c1ccccc1 (stereo not given)	?	/
Cc1ccc2cc3c(NC(=O)CC(C)C)nn(C)c3nc2c1	?	/
O=C(O)CN1CCN(Cc2cccc(Cl)c2)C1=O	-13%	-6
C/C(=N\NC(=O)c1nnn(-c2nonc2N)c1C(C)C)c1ccncc1	i	-16
CCOC(=O)c1[nH]c2ccc(F)cc2c1NC(=O)Nc1ccccc1OC	?	/
CC1=C(C)/C(=N/OC(=O)c2cccc([N+](=O)[O-])c2)C=CC1=O	?	/
CC(C)CCC(CC(C)O)c1n[nH]c(=S)n1-c1ccccc1 (stereo not given)	?	/
CCS(=O)(=O)N1Cc2ccccc2CC1C(=O)NCc1cccc(OC)c1 (stereo not given)	?	/
Cc1ccc2c(c1)cc1c(=O)n(CC(=O)N(C)c3ccccc3)nc(C)n12	?	/
CCCNC(=O)c1c(C)cc(=O)oc1C	?	/
CCC1CCCCN1C(=O)CSc1nnc(CNC(=O)COc2ccc(Cl)cc2)o1 (stereo not given)	?	/
O=[N+]([O-])c1ccc(N2CCOCC2)cc1NCCCO	6%	8
O=[N+]([O-])c1cc(Cl)ccc1NCCc1ccccn1	?	/
Cn1nc(C(F)(F)F)c(C(=O)Nc2ccc(F)cc2F)c1Sc1cccc(C(F)(F)F)c1	-23%	16
COc1cccc(CNc2nc3ccccc3n2CCN2CCCCC2)c1	0%	1
CCNC(=O)N1c2ccc(OCC)cc2C(C)=CC1(C)C	?	/
CCOc1ccc(NC(=O)N(c2ccccc2)c2ccccc2)cc1	-20%	-5
CC(=O)C1=C(C)NC(SCC(=O)c2ccccc2)=C(C#N)C1CC(C)C (stereo not given)	?	/
Cc1cccc(C)c1OCC(=O)Nc1ccc(NC(=O)c2ccco2)cc1	11%	2
Additional structures
SMILES	Lipid storage S3	Lipid storage S3 cell count max
Cc1occc1C(=O)/C(C#N)=C/c1ccc(O)c(Br)c1	?	/
CCOCC(=O)Nc1cc(C(=O)OC)ccc1C(=O)OC	?	/
O=C(O)CCc1nc(-c2cccs2)no1	2%	-23
Cc1cccc2nc(CSc3ncccc3C(=O)O)cn12	?	/
COC(=O)c1c(NC(=O)C(=O)N2CCCCC2)sc2c1CC(C)(C)OC2	i	-7
CCCc1c(C(=O)Nc2cc(C)on2)cnn1-c1ccccc1	-7%	9
COc1ccc(NC(=O)Nc2cc3oc4ccccc4c3cc2OC)cc1	?	/
COC(=O)C1CCN(C(=O)/C=C/c2ccc3c(c2)OCO3)CC1	?	/
CC(=O)N1CCC2(CC1)C(C#N)=C(N)OC1=C2C(=O)CC(C)(C)C1	?	/
O=C(CCC(=O)N(CC(=O)NC1CCCC1)c1ccc(F)cc1)Nc1nccs1	i	-5
O=C(C[n+]1ccc(C(=O)NCCCO)cc1)c1cccc(Br)c1	?	/
COc1ccccc1CNC(=O)c1ccc(NS(=O)(=O)c2c(C)noc2C)cc1	-5%	-15
COc1cc2[nH]c(=O)n(CCCCCC(=O)NCCCN3CCCC3=O)c(=O)c2cc1OC	i	/
COc1cccc(-c2noc(C(C)n3nc(C)c([N+](=O)[O-])c3C)n2)c1 (stereo not given)	?	/
Cc1ccc(OC(=O)c2cccc(C(=O)Oc3ccc(C)cc3)n2)cc1	?	/
CCOC(=O)CSc1nc2ccccc2n2cnnc12	i	/
O=C(COc1ccccc1)N1CCN(S(=O)(=O)c2cccs2)CC1	?	/
CN(C)S(=O)(=O)c1cccc(COC(=O)CN2C(=O)NC3(CCCC3)C2=O)c1	-14%	-5
CCC(C)NCc1ccc(C(=O)OC)o1 (stereo not given)	-2%	9
COc1ccc(-n2nc(C(=O)NCC(=O)N3CCN(c4ccccn4)CC3)c3ccccc3c2=O)cc1OC	?	/
CCc1ccc(CNC(=O)C2CCC(=O)N(CCc3ccc(Cl)cc3)C2)nc1 (stereo not given)	-6%	12
Cc1sc2ncnc(SCC(=O)N3c4ccccc4Sc4ccc(Cl)cc43)c2c1C	?	/
COc1ccc(OC)c(C2C(C(=O)c3ccco3)=C(O)C(=O)N2Cc2cccnc2)c1 (stereo not given)	-21%	23
Cc1ccc(CNC(=O)CC(C)S(=O)(=O)c2ccc3c(c2)NC(=O)CS3)o1 (stereo not given)	?	/
Cc1ccc(CNS(=O)(=O)c2ccc3c(c2)n(C)c(=O)n3C)cc1	?	/
(next part)
SMILES	Lipid storage S3	Lipid storage S3 cell count max
CCSc1cnc(-c2ccccc2)n1CC	?	/
Cn1cc(C(=O)NCCO)c(=O)c2ccccc21	-1%	-2
Cc1cccc(N(CC(=O)NC2CCCCC2)C(=O)c2ccc(C)s2)c1	?	/
O=C(CN1CCCCC1)Nc1ccc(NC(=O)c2ccccc2Cl)cc1Cl	?	/
O=C(Cn1nc(-c2ccc(Cl)cc2)ccc1=O)NCC1CCCO1 (stereo not given)	?	/
CN1CCN(/C=C(\C#N)S(=O)(=O)c2ccc(Cl)cc2)CC1	1%	-6
Cn1c(-c2cccc(Br)c2)n[nH]c1=O	?	/
CN(CC(=O)NC1CCCc2ccccc21)S(=O)(=O)c1cccs1 (stereo not given)	?	/
CCc1ccc(NC(=O)CNS(=O)(=O)c2c(C)noc2C)cc1	i	1
O=C(CN1C2CCCC1CC(NC(=O)c1ccccc1)C2)Nc1ccccc1C(F)(F)F (stereo not given)	?	/
CC(C)CCNC(=O)C1CC(c2cccc([N+](=O)[O-])c2)=NO1 (stereo not given)	10%	-9
COc1ccc(C2CC(c3ccc(OC)cc3O)=NN2C(=O)c2ccccc2)cc1 (stereo not given)	12%	11
CCOC(=O)c1nn(-c2ccc(F)cc2)c2nc(Nc3ccccc3)cc(=O)n12	28%	9
CCOC(=O)C1=C(N)Oc2cc(O)ccc2C1c1ccccc1 (stereo not given)	?	/
Cc1ccc(NC(=O)NC(=O)COc2ccccc2C(N)=O)c(C)c1	?	/
CCN(CC(=O)NC1CCS(=O)(=O)C1)c1ccc(S(C)(=O)=O)cc1[N+](=O)[O-] (stereo not given)	-20%	-18
Cc1ccc(NC(=O)CNC(=O)c2ccco2)cc1	12%	6
CCOC(=O)N1CCN(c2c(NCc3ccccc3Cl)c(=O)c2=O)CC1	-5%	1
O=C(COc1ccc([N+](=O)[O-])cc1)Nc1cccc2nsnc12	?	/
O=C(Cc1ccccc1)N1CCCC(c2nc(-c3ccc(S(=O)(=O)N4CCCC4)cc3)no2)C1 (stereo not given)	?	/
Cc1ccc(S(=O)(=O)N(C(=N)N)c2nc(N(C)C)nc(N(C)C)n2)cc1	i	11
Cc1c(Br)c(O)c(Br)c(O)c1/C=N/n1c(-c2ccccc2)n[nH]c1=S	?	/
O=C(NC(=S)Nc1ccc(Cl)cn1)c1cc([N+](=O)[O-])ccc1N1CCOCC1	-1%	-21
CC(C)(C#N)N([O-])C=C[N+](=O)C(C)(C)C#N	?	/
COc1cc(C)c(C(=O)Oc2cc(C)c(C(=O)O)c(O)c2C)c(OC)c1C	-9%	-9
(more compounds)
SMILES	Lipid storage S3	Lipid storage S3 cell count max
COc1cccc(CN2CCN(Cc3nc4c(s3)CCCC4)CC2CCO)c1 (stereo not given)	-19%	-54
O=C(c1ccc(=O)[nH]c1)N1CCCc2ccccc21	-2%	1
CCO[C@H]1OC(C(=O)O)=C[C@@H](C2CC2)[C@@H]1CCCO	-8%	8
O=C(O)c1ccc(COc2ccccc2C=C2C(=O)c3ccccc3C2=O)cc1	?	/
Cc1occc1C(=O)NCc1cccc(CNC(=O)c2ccoc2C)c1	?	/
Cn1c(C(=O)OCC(=O)NCCc2ccccc2)cc2sccc21	?	/
CSc1ccc(CN2CCN(S(=O)(=O)Cc3ccccc3)CC2)cc1	?	/
Nc1ncnc2nc(Sc3ccc(Cl)cc3)[nH]c12	?	/
COc1ccc(OC)c(CCNC(=O)C2CCN(c3nnc(-n4cccc4)s3)CC2)c1	?	/
O=C(/C=C/c1cccc(F)c1)Nc1ccc(S(=O)(=O)Nc2ncccn2)cc1	1%	22
COc1ccccc1-n1cnnc1SCC(=O)N1CC(=O)Nc2ccccc21	i	/
NS(=O)(=O)c1ccc(NC(=O)COC(=O)c2cc(Cl)ccc2[N+](=O)[O-])cc1	-6%	16
CCn1cnc2c1c(=O)n(CC(=O)OC)c(=O)n2Cc1ccccc1	7%	19
COc1ccc(/C=C2/C(=O)N(CC3CCCO3)C(=S)N2C)c(OC)c1 (stereo not given)	?	/
CCOC(=O)CSc1nc(N)c(C#N)c(-c2cccs2)c1C#N	?	/
CCOC(=O)C(Cc1cc(C(C)=O)ccc1OCC)C(=O)OCC	?	/
C=CCN(CC=C)c1ccc(N2C(=O)C3CCCCC3C2=O)cc1[N+](=O)[O-] (stereo not given)	7%	7
COC(=O)/C(=N/Nc1ccccc1Cl)Sc1nnc(C(O)c2ccccc2)n1-c1ccccc1 (stereo not given)	-3%	7
CCc1nnc(NC(=O)c2sc3nc4cc(C)ccc4cc3c2N)s1	?	/
Cc1onc(-c2c(Cl)cccc2Cl)c1NC(=O)NNc1ccccc1	?	/
Nc1c(-c2ccc(F)cc2)cnn1C1CCS(=O)(=O)C1 (stereo not given)	?	/
CCC(=O)N1CCN(c2ccccc2NC(=S)NC(=O)c2cccc([N+](=O)[O-])c2)CC1	26%	/
CC(NC(=O)Cn1cc(C(F)(F)F)cc(Cl)c1=O)c1ccccc1 (stereo not given)	?	/
CCOc1ccc(C(=O)NCC(=O)N2CCC3CCCCC3C2)cc1OCC (stereo not given)	i	9
O=C(CCNC(=O)c1ccc([N+](=O)[O-])cc1)NCCC1=CCCCC1	12%	14

2 compounds picked at random from the list so far:
SMILES	Lipid storage S3	Lipid storage S3 cell count max
COc1cc(C)c(C(=O)Oc2cc(C)c(C(=O)O)c(O)c2C)c(OC)c1C	-9%	-9
CCC(C(=O)O/N=C(\N)c1ccc(Cl)cc1)c1ccccc1 (stereo not given)	?	/

Remaining list, next part.
SMILES	Lipid storage S3	Lipid storage S3 cell count max
O=C(COc1ccc(F)cc1)N(Cc1ccco1)C1CCS(=O)(=O)C1 (stereo not given)	?	/
CCOC(=O)c1sc(NC(=O)CSc2nnc(Cc3ccccc3)o2)c(C#N)c1C	?	/
O=C(O)c1cc(-c2ccco2)[nH]n1	-4%	-5
COc1ccc(NC(=O)C2CCCN(S(=O)(=O)c3cccnc3)C2)c(OC)c1 (stereo not given)	0%	12
Cc1cc(C)[n+](-c2ccc(C(C)C)cc2)c2[nH]c(=O)[nH]c(=O)c12	2%	6
CCCCn1c(N)c(N(CCC(C)C)C(=O)c2ccc(COc3ccccc3)o2)c(=O)[nH]c1=O	i	-17
COc1ccc(-n2nnnc2SCC(=O)Nc2ccc(OC)cc2OC)cc1	i	7
O=C(C1=C(O)C(=O)N(CCN2CCOCC2)C1c1cccc(O)c1)c1cc2ccccc2o1 (stereo not given)	?	/
CCCOc1ccccc1/C=C1\SC(N2CCCCC2)=NC1=O	?	/
COc1ccccc1-c1cc(C(F)(F)F)nc(N2CCCC2)n1	?	/
Cc1c(CCO)sc[n+]1CC(=O)OCCC12CC3CC(CC(C3)C1)C2	3%	5
CCc1ccc(O)c(CNCCNCc2cc(CC)ccc2O)c1	?	/
Cn1c2ccsc2c2ncn(Cc3ccc(F)cc3)c(=O)c21	?	/
COc1cc(/C=N/Nc2cc(C)nc(NS(=O)(=O)c3ccc(C)cc3)n2)ccc1O	1%	-8
O=C(CN1C(=O)NC2(CCCCC2)C1=O)Nc1ccccc1Cl	?	/
N=c1n(CCN2CCOCC2)c2ccccc2n1Cc1ccccc1Br	?	/

In the list so far, these have an aryl thioether with sulfur outside any ring:
SMILES	Lipid storage S3	Lipid storage S3 cell count max
CCC1CCCCN1C(=O)CSc1nnc(CNC(=O)COc2ccc(Cl)cc2)o1 (stereo not given)	?	/
Cn1nc(C(F)(F)F)c(C(=O)Nc2ccc(F)cc2F)c1Sc1cccc(C(F)(F)F)c1	-23%	16
Cc1cccc2nc(CSc3ncccc3C(=O)O)cn12	?	/
CCOC(=O)CSc1nc2ccccc2n2cnnc12	i	/
Cc1sc2ncnc(SCC(=O)N3c4ccccc4Sc4ccc(Cl)cc43)c2c1C	?	/
CCSc1cnc(-c2ccccc2)n1CC	?	/
CSc1ccc(CN2CCN(S(=O)(=O)Cc3ccccc3)CC2)cc1	?	/
Nc1ncnc2nc(Sc3ccc(Cl)cc3)[nH]c12	?	/
COc1ccccc1-n1cnnc1SCC(=O)N1CC(=O)Nc2ccccc21	i	/
CCOC(=O)CSc1nc(N)c(C#N)c(-c2cccs2)c1C#N	?	/
CCOC(=O)c1sc(NC(=O)CSc2nnc(Cc3ccccc3)o2)c(C#N)c1C	?	/
COc1ccc(-n2nnnc2SCC(=O)Nc2ccc(OC)cc2OC)cc1	i	7

From PubChem BioAssay

The list is partial (hit frequency here may not be typical).
